# Compound activity from PubChem BioAssay.
# STEP block = blocks human striatal-enriched tyrosine phosphatase; P54829; recombinant STEP, OMFP fluorogenic substrate, fluorescence; inhibition, % at 20 µM; 360,000 tested, 0.25% active;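 active means inhibition at 20 µM, scaled per plate between control wells, above about 37%, limit read from the data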;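 further: 0% = DMSO with enzyme and substrate and 100% = substrate only without enzyme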
#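 System: STEP phosphatase, cell-free reaction; Buffer or medium: Bis-Tris pH 6.0 buffer with DTT, detergent; Incubation: 20 min at room temperature, dark; Measured by: fluorescence, 480/540 nm.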
# DNMT1 inh = DNMT1 (human) enzyme inhibition. P26358. DNMT1 molecular beacon, Hinp1I cleavage, fluorescence. inhibition (reported as % activation of signal), % at 10 µM. 360,000 tested, 0.83% active; in the data active means inhibition above about 50%
# Neddyl block = cullin neddylation inhibition; P61081+Q13564; TR-FRET cullin neddylation, biochemical; calls only at 25 µM; 360,000 tested, 0.58% active; AID 651699; in the data active means inhibition above about 36%
# LMPTP inh = LMPTP (human) inhibition; P24666; recombinant LMPTP-A, OMFP fluorogenic substrate, fluorescence intensity; inhibition, % at 20 µM; 360,000 tested, 0.22% active;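 active means compounds that cut the enzyme signal by at least half of the control window in the single-dose screen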;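 further: plate controls were DMSO wells with enzyme plus substrate for no effect and substrate without enzyme for full effect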
#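 Test system – LMPTP-A phosphatase enzyme · Quantity – 0.625 nM LMPTP-A final · Reagent – OMFP substrate, 400 µM final · Dosing – one test concentration per compound, 20 µM, with 3% DMSO overall · Timing – 50 min enzyme reaction at room temperature, protected from light · Detection – fluorescence intensity · Controls – substrate-only low control, DMSO enzyme-plus-substrate high control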
# CSN inh = CSN deneddylation inhibition; inhibition, % at 12.5 µM; AID 651999; 360,000 tested, 0.38% active; Q92905; Purified CSN, SCF-Nedd8-OG deneddylation, fluorescence polarization;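 active means pattern-corrected inhibition above about 35%, with an unprinted fluorescence ratio check between 0.5 and 1.5, limit read from the data, passing the limit was not always enough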;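 further: 0% = enzyme with substrate and 100% = substrate without enzyme; some results filed as inactive read as strong as hits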
#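 Assay system: purified human Csn5 enzyme expressed in HEK293T cells; measure: % inhibition; also added: SCFSkp2-Nedd8OG substrate at 10 nM final; technique: fluorescence polarization; times: reaction 90 min, room temperature; medium: Tris buffer pH 7.5, NaCl, DTT, Tween-20, trehalose, ovalbumin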
# NadD inh = inhibitors of Staphylococcus aureus NadD | purified NadD enzyme, colorimetric absorbance read-out | inhibition, % at 20 µM | 360,000 tested, 0.78% active | AID 602399; in the data active means inhibition above about 26%; further: some compounds past the cut are filed as inactive
# Scp1 inh = Scp-1 (human) phosphatase inhibition | AID 493091 | inhibition, % at 20 µM | 340,000 tested, 0.88% active | Q9GZU7 | Recombinant Scp1, phosphopeptide, malachite green phosphate absorbance;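 active means inhibition above about 50% at 20 µM, limit read from the data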;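 further: plate controls were DMSO wells with enzyme for no effect and wells lacking enzyme for full effect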
#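 Times: enzyme reaction 45 min at room temperature, colour 5 min, stabilisation 30 min. Material: SCP-1 catalytic fragment, aa 76-261. Medium: Acidic Tris acetate buffer with magnesium and detergent. Signal: colorimetric free-phosphate detection, absorbance 630 nm. Read-out basis: % inhibition of SCP-1 phosphate liberation. Reagent: Phosphorylated 17-residue peptide substrate.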
# Rin1-Abl PPI inh = blocks binding of human Rin1 to Abl; P00519+Q13671; TR-FRET Rin1/Abl binding, biochemical; inhibition, % at 7.35 µM; 360,000 tested, 0.4% active; AID 588664; in the data active means inhibition above about 5%, passing the limit was not always enough
# Target sequence (P00519 whole entry, looked up): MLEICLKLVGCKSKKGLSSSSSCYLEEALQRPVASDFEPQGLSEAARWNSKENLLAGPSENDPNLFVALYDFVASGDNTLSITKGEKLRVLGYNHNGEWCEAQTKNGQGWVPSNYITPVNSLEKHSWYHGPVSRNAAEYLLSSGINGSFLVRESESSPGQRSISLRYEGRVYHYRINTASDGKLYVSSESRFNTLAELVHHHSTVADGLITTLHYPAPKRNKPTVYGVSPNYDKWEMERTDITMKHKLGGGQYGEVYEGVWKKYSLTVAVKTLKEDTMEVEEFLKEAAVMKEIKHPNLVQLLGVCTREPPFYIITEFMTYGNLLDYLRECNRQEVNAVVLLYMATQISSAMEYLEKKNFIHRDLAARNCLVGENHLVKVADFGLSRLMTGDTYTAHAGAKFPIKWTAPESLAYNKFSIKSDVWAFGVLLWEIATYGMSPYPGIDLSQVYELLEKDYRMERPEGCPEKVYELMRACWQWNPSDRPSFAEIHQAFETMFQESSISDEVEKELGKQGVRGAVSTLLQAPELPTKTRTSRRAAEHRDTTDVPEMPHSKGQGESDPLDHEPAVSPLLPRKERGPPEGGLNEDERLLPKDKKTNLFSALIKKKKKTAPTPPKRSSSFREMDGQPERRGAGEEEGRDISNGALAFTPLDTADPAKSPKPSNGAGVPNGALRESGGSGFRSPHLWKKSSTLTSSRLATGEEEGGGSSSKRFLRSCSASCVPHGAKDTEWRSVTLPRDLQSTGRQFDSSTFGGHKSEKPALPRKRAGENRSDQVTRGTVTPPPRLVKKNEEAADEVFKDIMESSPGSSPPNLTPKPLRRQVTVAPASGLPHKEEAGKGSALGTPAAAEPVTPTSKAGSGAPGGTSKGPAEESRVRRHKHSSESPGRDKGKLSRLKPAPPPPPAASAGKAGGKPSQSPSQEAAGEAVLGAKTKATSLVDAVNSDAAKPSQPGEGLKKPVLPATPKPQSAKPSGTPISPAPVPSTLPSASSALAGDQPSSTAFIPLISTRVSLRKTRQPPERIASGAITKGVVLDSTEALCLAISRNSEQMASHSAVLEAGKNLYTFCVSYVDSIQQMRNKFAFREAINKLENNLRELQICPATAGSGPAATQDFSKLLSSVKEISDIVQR
# Target sequence (Q13671 whole entry, looked up): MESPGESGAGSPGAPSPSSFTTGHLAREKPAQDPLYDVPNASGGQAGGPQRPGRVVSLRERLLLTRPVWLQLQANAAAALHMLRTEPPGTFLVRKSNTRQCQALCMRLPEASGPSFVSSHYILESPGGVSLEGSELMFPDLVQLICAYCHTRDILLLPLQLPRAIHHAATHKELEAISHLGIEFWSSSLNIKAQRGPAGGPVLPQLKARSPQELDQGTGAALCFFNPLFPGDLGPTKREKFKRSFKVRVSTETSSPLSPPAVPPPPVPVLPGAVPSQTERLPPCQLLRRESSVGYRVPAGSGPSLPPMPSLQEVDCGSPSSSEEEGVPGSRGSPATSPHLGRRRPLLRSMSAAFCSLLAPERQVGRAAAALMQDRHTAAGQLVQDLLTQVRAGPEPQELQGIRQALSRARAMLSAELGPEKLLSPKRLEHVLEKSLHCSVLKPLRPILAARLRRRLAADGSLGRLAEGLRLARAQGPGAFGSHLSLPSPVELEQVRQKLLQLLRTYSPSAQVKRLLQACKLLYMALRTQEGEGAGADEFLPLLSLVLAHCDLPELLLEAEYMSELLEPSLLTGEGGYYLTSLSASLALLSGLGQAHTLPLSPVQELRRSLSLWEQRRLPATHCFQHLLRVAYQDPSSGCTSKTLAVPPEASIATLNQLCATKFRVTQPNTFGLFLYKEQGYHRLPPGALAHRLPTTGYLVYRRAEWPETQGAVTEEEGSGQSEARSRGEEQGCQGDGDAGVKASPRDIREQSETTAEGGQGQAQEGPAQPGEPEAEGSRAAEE
# Rpn11 block = blocks the human proteasome subunit Rpn11 | O00487 | calls only at 20 µM | human 26S proteasome, Ub4-pepOG fluorescence polarization; 20S core pre-blocked with epoxomicin | AID 588493 | 360,000 tested, 0.59% active;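 active means inhibition at 20 µM, scaled to each plate's controls, above about 33%, limit read from the data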
# SUMO1 PPI mod = modulators of human SUMO1-mediated protein-protein interactions | P63165 | 360,000 tested, 0.33% active | AID 602429 | SUMO1 binding to a labelled peptide, TR-FRET, 1 h | inhibition, % at 20 µM; in the data active means inhibition above about 37%
# * hit, by the source's call; i = inactive; . = not tested or not shown.
STEP block	DNMT1 inh	Neddyl block	LMPTP inh	CSN inh	NadD inh	Scp1 inh	Rin1-Abl PPI inh	Rpn11 block	SUMO1 PPI mod	Structure
-0.6	5.7	i	-1.4	-0.6	-3.6	-2.2	3.1	i	1.8	NS(=O)(=O)c1ccc(N2CCN(C(=O)c3ccco3)CC2)nc1
-1.4	0.2	i	0.9	-2.2	-4.2	0.8	-5.2	i	4.7	COc1ccc(NC(=S)Nc2ccc(F)cc2)c(OC)c1
-0.5	0.2	i	-0.6	1.0	-6.3	-2.4	-0.9	i	1.7	COc1ccc(C(=O)C2CCCN(Cc3c(F)ccc(F)c3F)C2)c(OC)c1 (configuration not stated)
0.8	-1.0	i	-0.3	-2.2	-5.3	-3.1	3.2	i	-8.2	C=CCNC(=O)/C(=C\c1ccc(Br)cc1)NC(=O)c1ccccc1OC
-3.8	3.4	i	-0.2	1.8	-2.9	-5.0	1.0	i	9.7	CC12CCC(=O)C=C1CCCC2=O (configuration not stated)
-1.4	5.5	.	-0.8	1.0	-2.8	.	0.7	i	0.8	CC1CCN(C(=O)COC(=O)c2ccccc2NCCO)CC1
0.2	0.6	i	-1.6	-2.0	-9.7	-7.1	5.2	i	4.5	O=C(O)c1cc2c(cc1NC(=O)c1ccccc1OC(F)F)OCCCO2
-1.9	3.4	i	-2.9	3.8	-6.3	-9.1	0.5	i	1.8	CCNC(=S)NNC(=O)c1ccccc1Cl
-6.6	-3.6	i	4.7	-0.7	15.3	-4.6	-1.9	i	2.3	COc1ccc(NC(=O)c2cccnc2NCCc2ccccc2)cc1
0.1	-8.1	i	0.6	3.0	9.6	-16.0	2.6	i	1.3	O=C(Cn1nc(-c2ccc(Cl)cc2)c2ccccc2c1=O)Nc1cccnc1
0.3	0.4	i	2.1	3.5	13.3	3.6	-0.8	i	-26.8	COc1ccc(-c2cc3nc(CCl)[nH]c(=O)c3s2)cc1
0.9	4.5	i	-2.2	2.8	-3.7	2.4	-0.5	i	-6.3	Cc1cccn2cc(CCNC(=O)c3ccc(Br)o3)nc12
1.7	-6.6	i	2.2	9.1	-5.6	-4.7	-0.9	i	1.9	COc1ccccc1CCC(=O)OCC(=O)Nc1ccc(C)c(S(=O)(=O)N2CCCCC2)c1
1.1	-1.2	i	3.6	-0.9	2.3	5.4	0.2	i	2.3	Cc1nc(-c2ccc(Cl)cc2)sc1C1(C)CC(c2ccc(Br)cc2)=NO1 (configuration not stated)
3.0	-8.8	i	-1.6	7.0	6.7	1.7	-0.9	i	0.6	C[C@H](CO)N1C[C@H](C)[C@H](CN(C)S(=O)(=O)c2ccccc2)Oc2ccc(NC(=O)NC3CCCCC3)cc2CC1=O
-1.3	6.7	i	-1.0	-0.5	-6.2	-6.0	0.4	i	-3.2	COC(=O)c1ccccc1S(=O)(=O)C(C)(C)C
-4.2	-0.1	i	-0.5	-0.2	-2.8	-13.1	-1.6	i	3.3	Cc1ccc(Cc2cnc(NC(=O)C3CCCO3)s2)cc1 (configuration not stated)
1.3	1.3	i	-0.8	-1.4	-0.2	0.0	-0.4	i	-6.4	COc1ccc(NC2CCCN(C(=O)CCc3cccc(F)c3)C2)cc1 (configuration not stated)
-0.7	0.4	i	-0.3	-17.2	1.5	-2.7	-2.3	i	-2.3	CCN(CC)C(=O)C(=O)N/N=C/c1ccc(C(=O)O)cc1
0.0	-1.7	i	-1.5	-0.1	-1.4	-6.2	-1.6	i	-18.3	COCCN1C(=O)C(=O)/C(=C(/O)c2ccc(S(=O)(=O)N3CCOCC3)cc2)C1c1cccc([N+](=O)[O-])c1 (configuration not stated)

STEP block	DNMT1 inh	Neddyl block	LMPTP inh	CSN inh	NadD inh	Scp1 inh	Rin1-Abl PPI inh	Rpn11 block	SUMO1 PPI mod	Structure
0.3	-6.3	i	-2.0	0.7	-7.4	-0.6	0.2	i	2.0	O=C(CN1CCCCCC1)Nc1ccccc1C(=O)Nc1ccccc1
3.5	-1.7	i	-1.0	-4.1	-10.0	-3.6	-0.2	i	20.0	CCc1cccc(N(C(=O)c2csnn2)C(C(=O)NC(C)(C)CC)c2ccccn2)c1 (configuration not stated)
-1.7	-2.0	i	-0.6	-0.5	-2.4	5.8	-1.6	i	1.8	COC1(OC)N=C(N)C2(C#N)C(c3cccc(Oc4ccccc4)c3)C12C#N (configuration not stated)
-2.7	3.6	i	0.2	-0.4	-6.1	0.1	-2.7	i	-1.3	COc1ccc(/C=C(\NC(=O)c2ccccc2)C(=O)NCC2CCCO2)cc1 (configuration not stated)
0.9	-2.1	.	0.9	-1.8	-2.5	-17.8	-9.7	i	-16.1	CCCn1c(-c2cccs2)nc2nc3ccccc3nc21
-1.4	53.2*	i	1.4	-33.2	4.6	12.3	-2.6	i	-6.6	Cc1cc(/C=N/NC(N)=S)c(O)c(/C=N/NC(N)=S)c1
-0.7	-5.4	i	1.2	1.0	-3.9	-8.1	-1.5	i	-0.5	O=C(COc1ccc(Cl)cc1)NCCSc1ccccc1
-1.2	0.1	i	-1.2	2.6	1.0	-10.1	-1.6	i	1.4	COC(=O)c1ccc(NC(=O)CSc2n[nH]c(-c3ccncc3)n2)cc1
-0.6	0.2	i	-9.9	3.3	-0.4	-6.6	1.3	i	-11.4	COc1cccc(NC(=O)CN(C)C(=O)C2CCN(C(=O)c3ccccc3C)CC2)c1
0.0	2.2	i	-2.2	1.0	-4.2	-6.3	6.4	i	-2.4	COc1ccccc1CNS(=O)(=O)c1c(C)[nH]c(C)c1C(=O)N1CCCCC1
1.4	1.3	i	-1.2	-1.4	-1.3	-6.6	2.3	i	-1.5	CCCNC(=O)Nc1ccccc1SC
2.6	1.4	i	-0.6	0.9	-0.1	0.9	-1.2	i	-26.6	O=C1c2ccccc2-c2cccc(C(=O)N3CCCCC3)c21
1.1	0.9	i	-0.4	7.3	-3.9	-2.0	0.1	i	0.7	COc1cc(C2C(C(=O)c3ccco3)=C(O)C(=O)N2CC2CCCO2)ccc1O (configuration not stated)
3.9	-7.0	.	1.4	4.1	0.1	-6.6	1.0	i	-4.1	CN(C)c1ccc(/C=N/n2ncc3ccccc32)cc1
-1.9	-0.7	i	-1.5	4.4	-4.5	-2.5	0.5	i	1.9	CCOC(=O)Nc1ccc2c(c1)N(C(=O)C(C)N1CCCC1)c1ccccc1CC2 (configuration not stated)
-4.1	-11.9	i	2.0	-1.0	21.8	-6.8	2.2	i	2.5	CCOC(=O)Cn1nnnc1C(C(C)C)N(Cc1cccs1)Cc1cc2cc(C)ccc2[nH]c1=O (configuration not stated)
-0.8	1.8	i	1.6	3.6	-2.4	-2.8	2.1	i	-1.3	O=C(CN(c1ccccc1F)S(=O)(=O)c1ccccc1)NC1CCCCCC1
-1.4	0.9	i	-0.9	-4.1	-4.5	-7.6	-2.6	i	-1.5	COc1ccc(S(=O)(=O)N2CCN(C)CC2c2ccccc2)cc1OC (configuration not stated)
-0.9	0.4	i	0.5	-1.9	-1.9	-3.0	2.2	i	3.8	COc1ccc(N(C(=O)C(C)C)S(=O)(=O)c2ccc3c(c2)n(C)c(=O)n3C)cc1
1.9	-1.7	i	-0.7	1.5	-1.4	-6.9	-0.4	i	-1.0	CC1C(=O)N2CCCc3cc(S(=O)(=O)NCc4ccccc4Cl)cc1c32 (configuration not stated)

STEP block	DNMT1 inh	Neddyl block	LMPTP inh	CSN inh	NadD inh	Scp1 inh	Rin1-Abl PPI inh	Rpn11 block	SUMO1 PPI mod	Structure
-4.1	-20.7	i	3.9	9.5	10.1	-5.2	0.4	i	30.5	CCCCNS(=O)(=O)c1ccc2nc(SCC(=O)Nc3sccc3C#N)[nH]c2c1
0.8	-0.6	i	-1.3	-1.5	-2.0	1.0	2.0	i	-1.2	CC(Oc1ccccc1)C(=O)Nc1nc2c(s1)C(=O)CC(C)(C)C2 (configuration not stated)
-4.9	5.1	.	0.1	-0.2	-0.7	-4.5	3.7	i	5.1	O=C(Nc1ccc(Cl)cc1)Nc1ccccc1C(=O)O
-1.0	8.8	i	-0.6	4.5	6.6	-2.8	0.7	i	5.0	CCCCn1c(N)c(N(CC)C(=O)c2ccc(N3CCCC3=O)cc2)c(=O)[nH]c1=O
0.7	22.4	i	1.1	11.8	3.5	-3.7	-1.8	i	-1.3	Cc1ccc2nc(Cl)c3cc(C(=O)NCCCN4CCCC4)sc3c2c1
-2.5	-1.5	i	-0.9	-2.3	-2.1	12.7	0.7	i	6.9	Cn1c(NC(=O)c2ccc3c(c2)OCO3)cc(=O)n(C)c1=O

# Three entries from above, ordered by length of the SMILES, ascending.
STEP block	DNMT1 inh	Neddyl block	LMPTP inh	CSN inh	NadD inh	Scp1 inh	Rin1-Abl PPI inh	Rpn11 block	SUMO1 PPI mod	Structure
-1.9	3.4	i	-2.9	3.8	-6.3	-9.1	0.5	i	1.8	CCNC(=S)NNC(=O)c1ccccc1Cl
1.9	-1.7	i	-0.7	1.5	-1.4	-6.9	-0.4	i	-1.0	CC1C(=O)N2CCCc3cc(S(=O)(=O)NCc4ccccc4Cl)cc1c32 (configuration not stated)
-4.1	-11.9	i	2.0	-1.0	21.8	-6.8	2.2	i	2.5	CCOC(=O)Cn1nnnc1C(C(C)C)N(Cc1cccs1)Cc1cc2cc(C)ccc2[nH]c1=O (configuration not stated)

# No new results follow: 4 of the compounds above.
STEP block	DNMT1 inh	Neddyl block	LMPTP inh	CSN inh	NadD inh	Scp1 inh	Rin1-Abl PPI inh	Rpn11 block	SUMO1 PPI mod	Structure
1.9	-1.7	i	-0.7	1.5	-1.4	-6.9	-0.4	i	-1.0	CC1C(=O)N2CCCc3cc(S(=O)(=O)NCc4ccccc4Cl)cc1c32 (configuration not stated)
-4.1	-20.7	i	3.9	9.5	10.1	-5.2	0.4	i	30.5	CCCCNS(=O)(=O)c1ccc2nc(SCC(=O)Nc3sccc3C#N)[nH]c2c1
0.8	-0.6	i	-1.3	-1.5	-2.0	1.0	2.0	i	-1.2	CC(Oc1ccccc1)C(=O)Nc1nc2c(s1)C(=O)CC(C)(C)C2 (configuration not stated)
-4.9	5.1	.	0.1	-0.2	-0.7	-4.5	3.7	i	5.1	O=C(Nc1ccc(Cl)cc1)Nc1ccccc1C(=O)O

# Part of the list above, as comma-separated lines.
SMILES,STEP block,DNMT1 inh,Neddyl block,LMPTP inh,CSN inh,NadD inh,Scp1 inh,Rin1-Abl PPI inh,Rpn11 block,SUMO1 PPI mod
CCCCNS(=O)(=O)c1ccc2nc(SCC(=O)Nc3sccc3C#N)[nH]c2c1,-4.1,-20.7,i,3.9,9.5,10.1,-5.2,0.4,i,30.5
CC(Oc1ccccc1)C(=O)Nc1nc2c(s1)C(=O)CC(C)(C)C2 (configuration not stated),0.8,-0.6,i,-1.3,-1.5,-2.0,1.0,2.0,i,-1.2
O=C(Nc1ccc(Cl)cc1)Nc1ccccc1C(=O)O,-4.9,5.1,.,0.1,-0.2,-0.7,-4.5,3.7,i,5.1
CCCCn1c(N)c(N(CC)C(=O)c2ccc(N3CCCC3=O)cc2)c(=O)[nH]c1=O,-1.0,8.8,i,-0.6,4.5,6.6,-2.8,0.7,i,5.0
